sEH activator = increases human soluble epoxide hydrolase activity | P34913 | AID 717 | activation, % at 2 µM | 91,000 compounds, 0.04% hits | purified human sEH enzymatic activity, activator screen; in the data active means activation above about 37%; further: values of inactives mirror those of a sister screen read the other way
Target sequence (P34913 whole entry, looked up): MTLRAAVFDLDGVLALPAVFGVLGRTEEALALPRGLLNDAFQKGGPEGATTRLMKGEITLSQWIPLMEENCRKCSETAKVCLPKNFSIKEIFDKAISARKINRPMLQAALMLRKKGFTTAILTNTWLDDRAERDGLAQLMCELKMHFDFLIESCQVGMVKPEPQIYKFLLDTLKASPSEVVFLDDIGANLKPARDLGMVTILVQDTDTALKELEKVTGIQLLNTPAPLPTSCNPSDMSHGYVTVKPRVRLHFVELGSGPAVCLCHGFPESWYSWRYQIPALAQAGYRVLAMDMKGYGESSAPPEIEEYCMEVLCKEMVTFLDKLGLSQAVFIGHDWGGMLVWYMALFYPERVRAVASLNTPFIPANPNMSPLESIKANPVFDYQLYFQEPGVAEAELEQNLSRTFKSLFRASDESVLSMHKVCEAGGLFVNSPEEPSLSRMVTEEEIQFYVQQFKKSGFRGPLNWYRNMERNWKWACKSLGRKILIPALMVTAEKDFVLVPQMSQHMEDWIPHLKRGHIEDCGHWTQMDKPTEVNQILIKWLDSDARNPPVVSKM
Smad3 FoxH1 inh = Smad3 (human) transcription factor binding inhibition | P84022 | TR-FRET Smad3/Dy647-FoxH1 peptide binding, europium anti-His | inhibition, % at 25 µM | 88,000 compounds, 0.29% hits | AID 630;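 active means compounds that reduce the energy-transfer binding signal between the protein and its labelled peptide by more than half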;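 further: 0% = Smad3 plus labelled peptide maximal FRET and 100% = peptide-only background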
Target sequence (P84022 whole entry, looked up): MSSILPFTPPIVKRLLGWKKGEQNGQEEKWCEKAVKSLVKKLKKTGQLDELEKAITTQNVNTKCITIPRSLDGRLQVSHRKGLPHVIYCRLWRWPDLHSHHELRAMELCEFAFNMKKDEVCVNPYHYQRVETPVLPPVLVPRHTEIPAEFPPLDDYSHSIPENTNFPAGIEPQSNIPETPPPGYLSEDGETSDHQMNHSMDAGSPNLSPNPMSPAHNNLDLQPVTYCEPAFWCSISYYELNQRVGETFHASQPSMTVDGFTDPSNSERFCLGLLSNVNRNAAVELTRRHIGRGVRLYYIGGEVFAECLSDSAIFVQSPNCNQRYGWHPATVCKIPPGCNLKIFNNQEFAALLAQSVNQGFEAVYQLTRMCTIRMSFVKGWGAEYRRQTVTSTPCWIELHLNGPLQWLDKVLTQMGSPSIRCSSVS
Candida biofilm = kills Candida albicans biofilms | C. albicans biofilm + clotrimazole, Alamar Blue | inhibition, % at 6 µM | 85,000 compounds, 0.14% hits | AID 834;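 active means inhibition above 20%; inactive means inhibition below 20%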;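 further: preformed 24 hr biofilms exposed to compound for 48 hr; 0% = biofilm without compound and 100% = blank killed by clotrimazole plus chlorhexidine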
ERa SRC1 pot = ER-alpha (human) coactivator binding potentiation; P03372; TR-FRET ERalpha-LBD/SRC-Cy5 coactivator binding, 2 h; 100 = basal binding, no effect; coactivator binding (% of control), % at 25.6 µM; 86,000 compounds, 1.3% hits; in the data active means activity above about 200%;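 further: binding measured in presence of low estradiol as agonist stimulus; 0% = peptide alone without receptor and 100% = receptor with peptide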
H69AR inhibit = growth inhibitors of human H69AR lung tumor cells. H69AR lung tumor viability, ATP luminescence, 72 h; active compounds read low. viability, % at 10 µM. 85,000 compounds, 6% hits;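 active means viability at or below 40%; inactive means viability above 40%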;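 further: multidrug resistant small cell line overexpressing MRP-1 efflux transporter; 100% = mean luminescence of untreated control wells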
HUVEC inhibit = blocks proliferation of human endothelial cells | HUVEC proliferation, CellTiter-Glo luminescence, 72 h; active compounds read low | AID 648 | 86,000 compounds, 1.1% hits | viability, % at 10 µM (by protocol);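 active means viability at or below 30%; inactive means viability above 30%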;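 further: 100% = median luminescence of DMSO-only cell control wells on each plate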
Fibroblast inh = blocks proliferation of human lung fibroblasts; LL 47 human lung fibroblast viability, ATP luminescence; active compounds read low; viability, % at 10 µM; 85,000 compounds, 1.1% hits;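 active means viability at or below 50% in the single dose screen; inactive means viability above 50%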;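 further: compound exposure lasted 72 h before the ATP readout; 100% = median luminescence of untreated cell-only wells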
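Material: human LL 47 lung fibroblast cells; quantity: 1,150 cells/well; medium: IMEM plus 15% FBS; doses: 0.1% DMSO in all compound wells; timing: overnight attachment after seeding, then 72 h compound exposure at 37 °C; detection: CellTiter-Glo luminescence; measure: % viability of median cell-only signal; controls: cell-only wells, no compound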
ERb SRC1 inh = blocks coactivator binding to human estrogen receptor beta; Q92731; TR-FRET ER-beta LBD / SRC1-Cy5 peptide binding; receptor agonist-loaded with 1 µM estradiol; inhibition, % at 25.6 µM; 86,000 compounds, 1.3% hits; AID 633;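 active means compounds whose percent inhibition of the receptor-coactivator binding signal exceeds about 50% in the single-dose screen, limit read from the data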;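 further: 0% = receptor plus peptide wells without compound and 100% = peptide-only wells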
ERa coact inh = blocks coactivator binding to human estrogen receptor alpha. inhibition, % at 25.6 µM. 86,000 compounds, 1.7% hits. P03372. AID 629. TR-FRET ER-alpha LBD / SRC-1 peptide, estradiol-bound; in the data active means inhibition above about 50%;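 further: 0% = receptor plus peptide control and 100% = peptide only without receptor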
* hit, by the source's call; · = not tested or not shown; [ ] = remark or other dose.

Values run as follows: sEH activator	Smad3 FoxH1 inh	Candida biofilm	ERa SRC1 pot	H69AR inhibit	HUVEC inhibit	Fibroblast inh	ERb SRC1 inh	ERa coact inh
[1] CCOCCCNC(=O)C1CCN(C(=O)Nc2ccc(Cl)cc2)CC1
  -14	3	3	116	107	89	99	7	-1
[2] O=C(CCc1nc(-c2ccccc2)no1)NCc1ccco1
  9	-12	9	121[fluorescence artefact?]	80	90	78	36	33
[3] CCOC(=O)N1CCC(NC(=O)CSCc2nc(-c3cccc(OC)c3)oc2C)CC1
  -46	4	-5	114	86	98	99	-8	3
[4] Cc1cc(C)n(C(=O)CNc2ccc(C)c(C)c2)n1
  -12	5	-2	94	104	103	105	-18	-28
[5] CCCc1cc(C(=O)Nc2ccc(C)cc2)no1
  2	0	-4	136	108	105	91	-9	2
[6] O=C(Nc1ccc(OC(=O)c2cccnc2)cc1)c1cccnc1
  3	-6	3	120[fluorescence artefact?]	72	86	92	-2	-9
[7] Cc1cc(C)c2c(=O)[nH]c(SCC(=O)NCCc3ccccc3)nc2n1
  0	2	6	98	83	89	98	-25	-15
[8] COc1ccc(CCN(C)C(=O)N2CCOCC2)cc1OC
  1	4	5	110	95	80	89	1[fluorescence artefact?]	2[fluorescence artefact?]
[9] CC1(C)CC(=O)C(/C=N/c2ccccn2)=C(O)C1
  ·	0	-2	97	98	93	98	-3	1
[10] CCn1nnc(-c2ccccc2NC(=O)C(F)(F)F)n1
  10	7	0	126	·	95	96	-16	-9
[11] COc1ccc(C(C)=O)cc1COC(=O)c1ccc(S(=O)(=O)N2CCOCC2)cc1
  ·	-11	7	83	94	82	99	21[fluorescence artefact?]	5
[12] O=Cc1c(Sc2ccccc2)nc2ccccn2c1=O
  18	2	6	93	2.6*	69	64	18	12
[13] O=C(CCNS(=O)(=O)c1cccc2nsnc12)NC1CCN(Cc2ccccc2)CC1
  ·	-5	-2	119	95	97	99	-6	-6
[14] O=C(NC1CCCCCC1)c1cc(S(=O)(=O)N2CCC3(CC2)OCCO3)ccc1F
  -54	-6	1	74	88	105	102	9[fluorescence artefact?]	1
[15] CCOC(=O)c1[nH]c2cc(OC)c(OC)cc2c1NC(=O)c1ccc2c(c1)OCO2
  ·	3	6	58[fluorescence artefact?]	26*	88	68	18	49[fluorescence artefact?]
[16] CCOC(=O)c1ccc(-c2c(C(=O)OCC)oc3cc(O)c(CC)cc3c2=O)o1
  1	3	6	111	63	109	118	7	7
[17] Cc1cccc(C(=O)Nc2cc(=O)n(C)c(=O)n2C)c1
  ·	-21	-7	94	97	101	104	19	10
[18] Cc1cc(C)c2nc(SCC(=O)Nc3ccc(S(=O)(=O)N4CCCC4)cc3)c(C)cc2c1
  5	7	4	109	65	88	93	0	0
[19] CC(=O)NCCN1C(=O)C2C3c4ccccc4C(c4ccccc43)C2C1=O (stereo not drawn)
  2	16	-3	98	92	99	103	-2[fluorescence artefact?]	4[fluorescence artefact?]
[20] COc1cc2ccccc2cc1-c1nnc(COc2ccccc2)o1
  -5	12[fluorescence artefact?]	11	93[fluorescence artefact?]	99	63	98	-8	16

Values run as follows: sEH activator	Smad3 FoxH1 inh	Candida biofilm	ERa SRC1 pot	H69AR inhibit	HUVEC inhibit	Fibroblast inh	ERb SRC1 inh	ERa coact inh
[21] COc1ccccc1Nc1nc(N)nc(CSc2nnc(C)s2)n1
  1	5	3	116	76	109	96	-7	2
[22] COc1cc2c(cc1OC)CN(CC(=O)Nc1ccc(C)cc1)CC2
  -4	10	3	95	103	96	103	-7	-4
[23] CC(C)CNS(=O)(=O)c1cc(C(=O)N2CC(C)OC(C)C2)c(Cl)cc1Cl (stereo not drawn)
  2	-2	0	106	93	96	101	-1	3
[24] COC(=O)c1ccc(COC(=O)c2ccc(S(=O)(=O)N3CCC(C)CC3)cc2)o1
  11	-6	7	730*	43	93	98	7	19[fluorescence artefact?]
[25] Cc1ccc(S(=O)(=O)C2(C(=O)O)CCCC2)cc1C
  ·	-1	6	108[fluorescence artefact?]	77	93	100	8[fluorescence artefact?]	14
[26] COc1ccc(Cc2nnc(SCc3c(C)noc3C)n2C2CCCCC2)cc1OC
  ·	3	-1	112	59	91	89	0	1
[27] Cc1sc2nc(CN3CCOCC3)nc(NS(=O)(=O)c3ccccc3)c2c1C
  3	-3	1	72	89	94	105	14[fluorescence artefact?]	7
[28] COc1cccc(CN(CC(=O)NCC2CCCO2)C(=O)CCC(=O)Nc2cc(C)on2)c1 (stereo not drawn)
  -6	5	0	96	96	107	103	-4	-3
[29] CCOc1ccc(C(=O)CSc2nnc(N)s2)cc1
  ·	2	4	118	95	94	·	-7	1[fluorescence artefact?]
[30] Cc1oc(C(C)(C)C)cc1C(=O)Nc1ccc2c(c1)OCCO2
  -6	11	8	103[fluorescence artefact?]	83	98	95	8	0
[31] CSc1nc2sc3c(c2c(=O)n1C1CCCCC1)CCN(C)C3
  9	7	11	102	88	95	96	-28	-21
[32] CCOC(=O)CNC(=O)CSc1nc2sc(C)c(C)c2c(=O)n1C
  4	-2	-2	119	99	99	93	-1[fluorescence artefact?]	-3
[33] O=C(NC1CC2CCC1C2)C1COc2ccccc2O1 (stereo not drawn)
  -11	14[fluorescence artefact?]	5	114[fluorescence artefact?]	96	101	103	-26	-13
[34] COC(=O)c1cc(OC)c(OC)cc1NC(=O)Nc1ccc(OC)cc1OC
  10	5	5	123[fluorescence artefact?]	84	95	96	-8	-8
[35] Cc1ccc2c(c1)N(CC(=O)NCc1ccco1)C(=O)CO2
  -4	2	4	100	95	89	96	0	-5
[36] COc1ccccc1-n1c(=S)sc2c(=O)n(Cc3ccco3)c(SC)nc21
  ·	8	-4	100	93	93	101	-2	5
[37] O=C(NS(=O)(=O)c1ccccc1)c1ccccc1
  1	-6	4	88	85	89	97	-6	2
[38] CCOC(=O)CSc1nc2ccc(C)cc2cc1C#N
  0	-6	5	119	82	106	106	4	7
[39] CCCn1c(SCC(=O)Nc2cc(C)on2)nc2c1c(=O)n(C)c(=O)n2C
  11	4	7	89	86	90	101	-5	6
[40] O=C(Nc1cccc2nsnc12)c1ccc2c(c1)OCCO2
  3	9	9	114[fluorescence artefact?]	97	96	95	-5	-9

In a second layout: entries from further up
21) COc1ccccc1Nc1nc(N)nc(CSc2nnc(C)s2)n1
- sEH activator = 1
- Smad3 FoxH1 inh = 5
- Candida biofilm = 3
- ERa SRC1 pot = 116
- H69AR inhibit = 76
- HUVEC inhibit = 109
- Fibroblast inh = 96
- ERb SRC1 inh = -7
- ERa coact inh = 2

24) COC(=O)c1ccc(COC(=O)c2ccc(S(=O)(=O)N3CCC(C)CC3)cc2)o1
- sEH activator = 11
- Smad3 FoxH1 inh = -6
- Candida biofilm = 7
- ERa SRC1 pot = 730*
- H69AR inhibit = 43
- HUVEC inhibit = 93
- Fibroblast inh = 98
- ERb SRC1 inh = 7
- ERa coact inh = 19[fluorescence artefact?]

Additional structures:
Values run as follows: sEH activator	Smad3 FoxH1 inh	Candida biofilm	ERa SRC1 pot	H69AR inhibit	HUVEC inhibit	Fibroblast inh	ERb SRC1 inh	ERa coact inh
[41] C=CCOC(=O)C1=C(C)NC(SCC(=O)OCC)=C(C#N)C1c1ccc(O)c(OC)c1 (stereo not drawn)
  ·	8	4	80	82	75	102	1	-7
[42] COc1ccc(C(O)P(=O)(O)CCc2ccccc2)cc1 (stereo not drawn)
  -6	3	6	117	102	97	96	-9	-2
[43] O=C(CNCC1CCCCC1)Nc1ccccc1N1CCCCC1
  2	0	5	120	68	102	81	-23	-6
[44] O=C(NCCOCC(F)(F)C(F)F)c1cc(F)c(F)cc1Cl
  -12	-4	5	122	·	87	103	-2	-5
[45] COc1ccc(C(=O)COc2cccc(NC(=O)c3ccco3)c2)cc1
  -6	5	2	93	78	95	102	3	39
[46] Cc1cc(C)c(C(=O)COC(=O)Cn2cnnn2)cc1C
  -7	-3	4	95	97	100	105	3	6[fluorescence artefact?]
[47] C/C(=N/NC(=O)c1cc(C2CC2)[nH]n1)c1cccs1
  16	1	-1	108	85	93	96	-10	-5
[48] CCOc1ccc(CN2CCCN(C)CC2)cc1
  1	10	4	130	93	98	103	-10[fluorescence artefact?]	-4
[49] COC(=O)CCc1n[nH]c(=O)[nH]c1=O
  -4	1	-1	103	102	105	102	-2	-5
[50] CC(C(=O)Nc1ccccc1C(=O)N1CCCC1)n1nnc2ccccc21 (stereo not drawn)
  ·	-4	10	110	61	101	107	2	-13
[51] Cc1ccc(N2C(=O)N(CC(=O)N(C)Cc3ccccc3)C(=O)C2C)cc1 (stereo not drawn)
  -10	1	4	86	90	105	104	3	3
[52] COc1ccc(NC(=O)COC(=O)Cn2c(C)nc3ccccc32)cc1OC
  -3	-2	5	98	75	102	94	-2	-3
[53] CCc1ccc2nc(NC(=O)c3cc(C)on3)sc2c1
  10	10	6	96	17*	71	75	3	2
[54] O=C(Nc1ccc(OCC(=O)N2CCN(S(=O)(=O)c3ccccc3)CC2)cc1)c1ccco1
  -25	1	14	97	101	101	101	10	11
[55] C=CCn1cnc2c(c1=O)c1nc3ccccc3nc1n2/N=C/c1ccccn1
  ·	8	8	93	73	57	91	-4	5[fluorescence artefact?]
[56] COCCCN1CC23C=CC(O2)C(C(=O)OC)C3C1=O (stereo not drawn)
  0	-1	-1	105	97	102	95	0	-4
[57] COC(=O)c1ccc(S(=O)(=O)N(Cc2cc3cc4c(cc3[nH]c2=O)OCO4)C2CCCCC2)cc1
  ·	-19[fluorescence artefact?]	5	306*	39*	94	107	-4	4
[58] CCCn1c(=O)[nH]c2ccccc21
  -3	4	5	93	96	85	104	3	4
[59] Cn1c(SCc2nc3ccccc3c(=O)[nH]2)nnc1-c1ccco1
  4	13	9	98	94	98	108	6[fluorescence artefact?]	-21
[60] CCCOc1ccc(N2C(=O)CC(N(O)c3ccccc3)C2=O)cc1 (stereo not drawn)
  -20	7	7	121	96	92	96	6	4
[61] CCN(CC)c1ccc(/C=C2/C(=O)N(c3ccc([N+](=O)[O-])cc3)N=C2N2CCOCC2)cc1
  36	-4	8	105[fluorescence artefact?]	89	106	103	17	7
[62] CCCn1cnc2cc(NCc3cccc(OC)c3)ccc21
  13	0	7	102	80	99	94	-5	5
[63] COc1cccc(-n2nnc3c(=O)n(Cc4ccc(F)cc4)cnc32)c1
  20	-10	3	109[fluorescence artefact?]	80	95	99	-2	-2

Some of the compounds tested. The share of hits here may be higher or lower than overall.
